Source: PubChem BioAssay
proKLK7 act = activators of human kallikrein-7 zymogen; P49862; purified proKLK7, EDANS-DABCYL substrate fluorescence; 100% is mature enzyme control, 0% vehicle; activation, % at 7 µM; hit rate 0.9% among 370,000;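 active = activation above the mean of all tested compounds plus 3 SD, computed per campaign excluding outliers beyond control limits, cut at about 13% in these data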
PLCb3 inh = PLC-beta3 (human) inhibition, primary screen; hit rate 0.18% among 370,000; Q01970; Purified PLC-beta3, fluorogenic substrate, fluorescence; inhibition, % at 12.2 µM; in the data active = inhibition above about 11%;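 also: 0% = median of compound wells on plate and 100% = full blocker control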
UHRF1 binding = blocks human UHRF1 binding to methylated DNA; AID 687016; Q96T88; UHRF1 binding to methylated oligo, TR-FRET; inhibition, % at 4.4 µM; hit rate 0.75% among 370,000; in the data active = inhibition above about 21%;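 also: UHRF1 SRA domain binding a hemimethylated CpG hairpin DNA probe; 0% = median of test compound wells and 100% = reference inhibitor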
Tn6 DDE FP = disrupts Tn6 cyclic peptide binding to fibrin D-Dimer-E complex | Fibrin DD(E) TRITC-Tn6 fluorescence polarization displacement | inhibition, % at 8.3 µM | AID 720509 | hit rate 0.21% among 370,000;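 active = inhibition above a per-campaign cutoff: mean of compounds within control limits plus 3 SD, cut at about 15% in these data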;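 also: 0% = median of all compound wells on the plate and 100% = blocking peptide control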
Target sequence (P02675 whole entry, looked up): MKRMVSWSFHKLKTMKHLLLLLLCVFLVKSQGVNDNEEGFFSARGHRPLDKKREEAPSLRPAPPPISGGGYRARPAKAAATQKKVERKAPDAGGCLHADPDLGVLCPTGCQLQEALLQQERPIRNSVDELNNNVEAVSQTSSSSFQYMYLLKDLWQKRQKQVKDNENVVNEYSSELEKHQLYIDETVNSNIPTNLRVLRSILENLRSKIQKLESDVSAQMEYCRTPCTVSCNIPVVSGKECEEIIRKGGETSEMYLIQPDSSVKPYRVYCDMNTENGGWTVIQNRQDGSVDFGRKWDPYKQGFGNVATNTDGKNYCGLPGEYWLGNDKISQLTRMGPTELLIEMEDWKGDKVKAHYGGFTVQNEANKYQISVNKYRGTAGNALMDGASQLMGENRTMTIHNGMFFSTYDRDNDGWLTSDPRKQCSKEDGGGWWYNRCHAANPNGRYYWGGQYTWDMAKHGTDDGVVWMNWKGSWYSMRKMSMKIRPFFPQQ
ADAM17 inh = ADAM17 inhibition, QFRET primary screen | AID 720648 | P78536 | recombinant ADAM17, EDANS/DABCYL FRET peptide cleavage | hit rate 0.83% among 370,000 | inhibition, % at 6.95 µM;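 active = inhibition above the mean of compounds lying between control limits plus 3 SD, set per campaign, cut at about 8.5% in these data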;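 also: 0% = DMSO-only wells as the low control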
ARFGAP1 inh = inhibits rat ARF GTPase activating protein 1. Q62848. inhibition, % at 16.5 µM. Arfgap1-stimulated ARF1 GTP hydrolysis, GDP FP detection. hit rate 0.26% among 360,000;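 active = inhibition above a per-plate limit, mean inhibition of low control wells plus 3 SD, cut at about 25% in these data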;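 also: 0% = DMSO wells with enzyme and 100% = wells lacking Arfgap1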
Target sequence (Q62848 1-136 limits assumed): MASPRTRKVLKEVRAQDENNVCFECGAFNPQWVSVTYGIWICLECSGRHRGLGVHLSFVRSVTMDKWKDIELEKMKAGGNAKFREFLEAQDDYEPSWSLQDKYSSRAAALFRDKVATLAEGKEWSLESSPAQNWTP
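System: truncated rat Arfgap1 GAP domain / Benchmarks: high control wells lacking Arfgap1, low control full reaction with DMSO / Times: compound-enzyme preincubation 20 min, reaction 120 min, detection 60 min, 25 °C / Repeats: one replicate per compound / Also added: human ARF1(Δ1-17)-GTP substrate / Measured by: Tracer-displacement fluorescence polarization with EDTA stop, 620/688 nm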
ASAP1 inh = blocks human ASAP1-stimulated Arf1 GTP hydrolysis | Q9ULH1 | inhibition, % at 16.5 µM | hit rate 0.19% among 360,000 | GDP FP detection; in the data active = inhibition above about 25%;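 also: 0% = vehicle with enzyme and substrate and 100% = no enzyme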
Target sequence (Q9ULH1 325-724 limits assumed): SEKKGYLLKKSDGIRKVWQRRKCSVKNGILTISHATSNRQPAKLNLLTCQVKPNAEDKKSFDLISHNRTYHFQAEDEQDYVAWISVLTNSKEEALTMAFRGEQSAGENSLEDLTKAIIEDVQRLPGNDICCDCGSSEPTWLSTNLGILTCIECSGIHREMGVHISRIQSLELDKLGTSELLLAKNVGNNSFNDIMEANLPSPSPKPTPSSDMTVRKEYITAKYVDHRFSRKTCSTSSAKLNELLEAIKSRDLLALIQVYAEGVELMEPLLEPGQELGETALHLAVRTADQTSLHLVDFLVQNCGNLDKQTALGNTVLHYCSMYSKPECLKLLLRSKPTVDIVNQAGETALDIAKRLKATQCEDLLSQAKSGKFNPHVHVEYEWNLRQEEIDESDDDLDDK
PLC-gamma1 inh = blocks human PLC-gamma1 enzyme activity; purified PLC-gamma1, fluorogenic substrate, fluorescence; P19174; hit rate 0.84% among 370,000; inhibition, % at 12.2 µM; in the data active = inhibition above about 9.5%
DDE Tn7 FP inh = disrupts Tn7 cyclic peptide binding to fibrin D-Dimer-E complex; FP displacement of FITC-Tn7 peptide from fibrin DD(E); 0% = median of compound wells per plate; AID 720508; hit rate 0.13% among 370,000; inhibition, % at 8.3 µM;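 active = inhibition above the mean of compounds falling within the control limits plus 3 SD of them, cut at about 14% in these data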;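 also: 0% = plate median of compound wells and 100% = 10 µM Aha-Tn7 peptide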
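Test system – human fibrin DD(E) · Times – 10 min preincubation, 3 h with tracer, room temperature · Detection – fluorescence polarization of the labelled Tn7 tracer · Measure – percent inhibition normalized to high-control wells · Benchmarks – high control wells with 10 µM unlabelled Aha-Tn7 peptide (full inhibition) · Repeats – singlicate testing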
MBD2 inh = inhibitors of human MBD2 binding to methylated oligonucleotide; Q9UBB5; TR-FRET; inhibition, % at 4.4 µM; hit rate 0.31% among 370,000; AID 686964; in the data active = inhibition above about 13%
* marks the source's active call; other numbers are inactive results; nt = no result given. Compounds were not picked by outcome. Share with any hit: about 4.1%.

canonical_smiles	proKLK7 act	PLCb3 inh	UHRF1 binding	Tn6 DDE FP	ADAM17 inh	ARFGAP1 inh	ASAP1 inh	PLC-gamma1 inh	DDE Tn7 FP inh	MBD2 inh
S=C(NCCc1c[nH]c2ccccc12)NC1CCCCC1	0.0	2	5	-3	-3	8	5	-2	0	2
Cc1nc2ccc(NC(=O)c3cccnc3)cc2s1	-0.4	-8	-3	8	-1	-6	2	-2	5	-4
Cc1ccc(CNC(=O)C2CCCC2)cc1	0.4	-7	2	2	-4	1	10	3	1	3
O=C(Nc1ccccc1)c1ccc(Nc2c([N+](=O)[O-])cc([N+](=O)[O-])c3ccccc23)cc1	-0.5	0	0	-2	-2	-8	-2	1	4	4
CCCCn1c(N2CCCC2)nc2c1c(=O)[nH]c(=O)n2C	0.1	-3	0	3	-3	-6	-16	-1	4	0
COc1ccc(-c2cc(C(=O)NN=Cc3ccccc3[N+](=O)[O-])[nH]n2)cc1	-0.1	1	2	-1	-1	nt	nt	-2	3	3
COC(=O)c1c(C)oc(C)c(C(=O)OC)c1=O	-0.2	-2	4	2	1	-15	5	-6	1	4
CC(=O)c1sc(NC(=O)C2CCCN2S(=O)(=O)c2ccccc2F)nc1C (stereo unspecified)	0.1	-1	13	-1	-1	-3	13	2	-3	8
O=S(=O)(Nc1cc(C(F)(F)F)ccc1N1CCOCC1)c1ccc2ccccc2c1	0.4	1	0	-2	8	10	1	-2	8	-1
O=C(c1cc(COc2c(F)cccc2F)on1)N1CCC(c2ccccc2F)C1 (stereo unspecified)	-0.3	3	2	-1	5	5	11	2	-1	3
Cc1ccc(C)c(OCCCC(=O)Nc2nccs2)c1	0.0	-2	-2	5	-2	2	0	1	3	-3
COc1cc(-c2cc(-c3nnco3)c3ccccc3n2)cc(OC)c1OC	-0.6	-54	0	2	-8	-8	5	-34	-1	-1
CCOc1ccc(S(=O)(=O)N2CCNC(=O)C2)cc1	-0.6	-6	0	6	-9	1	10	0	8	3
O=C(COn1nnc2ccc(S(=O)(=O)N3CCOCC3)cc21)NCc1cccc(Cl)c1	0.2	1	-1	2	-2	7	-1	0	-2	0
NC(=O)COc1ccc2oc(=O)cc(-c3cc4ccccc4o3)c2c1	-12	-441	-1	-1	-27	-11	-5	-289	3	0
O=C(NCCCCc1ccccc1)c1cccc(NC(=O)C2CCCCC2)c1	0.2	-3	-3	1	2	-8	0	-2	0	-5

Gathered by group, the entries above containing fluorine (three)
canonical_smiles	proKLK7 act	PLCb3 inh	UHRF1 binding	Tn6 DDE FP	ADAM17 inh	ARFGAP1 inh	ASAP1 inh	PLC-gamma1 inh	DDE Tn7 FP inh	MBD2 inh
CC(=O)c1sc(NC(=O)C2CCCN2S(=O)(=O)c2ccccc2F)nc1C (stereo unspecified)	0.1	-1	13	-1	-1	-3	13	2	-3	8
O=S(=O)(Nc1cc(C(F)(F)F)ccc1N1CCOCC1)c1ccc2ccccc2c1	0.4	1	0	-2	8	10	1	-2	8	-1
O=C(c1cc(COc2c(F)cccc2F)on1)N1CCC(c2ccccc2F)C1 (stereo unspecified)	-0.3	3	2	-1	5	5	11	2	-1	3

Continuation:
canonical_smiles	proKLK7 act	PLCb3 inh	UHRF1 binding	Tn6 DDE FP	ADAM17 inh	ARFGAP1 inh	ASAP1 inh	PLC-gamma1 inh	DDE Tn7 FP inh	MBD2 inh
CC(=O)NCc1ccc(-c2csc(-c3cccs3)n2)cc1	0.1	-11	-2	-8	-14	-4	1	-2	-2	-2
COc1ccc(NC(=O)CN(C)C(=O)c2sc3ccccc3c2Cl)cc1	0.0	-1	-1	7	1	6	12	1	-8	0
CC(C)CCN1CCN(Cc2cccn2-c2nccs2)CC1CCO (stereo unspecified)	-0.3	-1	-2	-4	0	8	8	-1	2	-2
O=C(Cc1ccccc1)NC1c2ccccc2-c2ccccc21	-0.2	0	0	4	0	-1	19	-2	0	-4
CCOc1ccc(CCNC(=O)Cn2c(-c3nonc3N)nc3ccccc32)cc1OCC	-0.1	-3	-3	-1	-1	5	10	-4	0	-1
CCNc1nc(Oc2ccc(Cl)cc2Cl)cc(C(F)(F)F)n1	-0.3	1	-2	-3	-2	4	4	-1	3	-5
COc1ccccc1N1CCN(C(=O)c2cc(N3C(=O)C4C5CCC(C5)C4C3=O)ccc2Cl)CC1 (stereo unspecified)	-0.2	5	-5	5	0	0	-6	3	-12	1
COc1ccc(C(=O)NCCS(=O)(=O)NCc2ccccc2OC)cc1	-0.3	-5	0	-3	-5	14	20	-4	-8	-1
Cc1cc(Cl)ccc1NC(=O)/N=C1/NC(=O)CS1	-0.5	2	6	2	-1	-10	4	-1	0	1
CO[C@H]1CN(C)C(=O)c2cc(NC(=O)c3cc(C)on3)ccc2OC[C@@H](C)N(C(=O)C2CC2)C[C@H]1C	0.0	2	-2	3	-3	-9	13	3	-2	-4
Cc1ccc(NC(=O)C2CCC(=O)N2C(=O)OCc2ccccc2)cc1 (stereo unspecified)	0.4	-3	2	6	-4	15	-1	0	-4	-1
CC(C)(C)c1csc(NC(=O)Cc2cccs2)n1	-0.1	-11	3	0	-3	-8	-3	-1	0	2
O=C1C(NS(=O)(=O)c2cccs2)=C(N2CCN(c3cccc(C(F)(F)F)c3)CC2)C(=O)c2ccccc21	0.7	1	-8	-3	1	-5	7	1	-3	-9
O=C(c1ccco1)N1CCN(C(=O)C(Cc2ccccc2)NS(=O)(=O)c2cccs2)CC1 (stereo unspecified)	-0.1	-1	2	-9	0	9	7	1	-2	-5
Cc1ccc(S(=O)(=O)c2nnn3c2nc(N2CCOCC2)c2ccccc23)cc1C	0.5	-6	0	4	-5	6	14	-3	0	-1
CC(C)CN(C(=O)COC(=O)c1cc2ccccc2cc1O)c1c(N)n(Cc2ccccc2)c(=O)[nH]c1=O	1.1	-25	0	7	-5	8	0	-24	5	3
O=C(Nc1ccn([C@H]2CC[C@@H](CO)O2)c(=O)n1)c1ccccc1	-0.6	-6	1	0	-7	2	-11	-3	0	5
COc1ccc(C(CC(=O)N2CCN(c3ccccc3)CC2)c2c(O)cc(OC)cc2OC)cc1 (stereo unspecified)	1.2	-7	-4	1	-5	-6	-7	-8	7	-1
Cc1cnc(NCCc2ccccc2)s1	-0.1	3	4	6	3	-7	-11	6	-4	-6
CC(=O)c1cc(-c2ccccc2)n(CC(=O)NCc2ccccc2Cl)c1C	-0.4	2	-4	2	2	nt	nt	3	3	-7
COc1cc(=O)oc(-c2ccccc2)c1C(C)=O	-0.6	-3	0	6	2	2	-15	3	-9	5
COc1ccc(S(=O)(=O)Oc2ccccc2C(=S)N2CCOCC2)cc1	-0.5	-4	-1	7	-1	-3	10	-1	-5	1
CC1Cc2cc(-c3csc(NC(=O)Cc4ccccc4)n3)ccc2N1S(C)(=O)=O (stereo unspecified)	-0.1	-1	-4	-7	5	-3	9	-1	2	-2
O=S(=O)(c1ccccc1)N1CCC(n2nnc3cc(F)ccc32)CC1	-1.1	-1	-1	-8	-4	3	12	-1	5	4
O=C(Cn1cnc2c(nnn2Cc2ccccc2)c1=O)c1ccccc1	0.7	1	-1	0	1	3	2	0	-5	-1
CC1=C(C(=O)OCCOc2ccccc2)C(c2ccc(C)o2)C2=C(CC(C)(C)CC2=O)N1 (stereo unspecified)	1.3	-63	2	-8	-8	8	6	-71	7	6
CCC(OC(=O)c1cccs1)C(=O)NCc1ccc(C)cc1 (stereo unspecified)	0.2	-3	2	3	2	6	-7	-2	8	5
CC1CCN(S(=O)(=O)Cc2ccccc2Cl)CC1	0.1	6	2	-6	2	9	-3	3	-8	2
CNC(=S)NCc1ccc2[nH]c3c(c2c1)CCCC3	3.5	-14	0	4	-2	4	-12	-11	-4	-4
Cc1c(C(=O)NCCn2ccc3ccccc32)cccc1[N+](=O)[O-]	0.2	6	0	9	-1	-11	-8	2	8	0
COc1ccc(NC(C)C(=O)N/N=C/c2ccccc2OCc2cccc(Br)c2)cc1 (stereo unspecified)	-0.5	-6	-6	-6	8.8*	-8	10	-3	8	-2
CCOCC(O)CS(=O)Cc1ccccc1 (stereo unspecified)	0.1	2	0	6	0	3	5	-20	-2	-3
O=C(NNC(=O)c1ccc2ccccc2c1)c1cccc(Cl)c1	-0.3	1	-2	-3	-2	4	14	-2	-8	1
CCN(CC)C(=O)C(Oc1ccc(C)nc1[N+](=O)[O-])c1ccccc1 (stereo unspecified)	0.2	-2	-1	-2	-2	2	1	0	-1	-3
COc1ccccc1/C=C/C(=O)N1CCCC1	0.3	-1	-2	-6	-7	1	-3	-4	-2	-5
NNC(=O)C1CCCN1S(=O)(=O)c1ccc(Cl)cc1 (stereo unspecified)	-0.7	1	-2	-1	-2	0	4	-1	1	2
O=C(Nc1cccc(Br)c1)c1ccc2snnc2c1	0.5	-6	-1	1	-1	-1	0	-1	5	-4
CCCNC(=O)c1cc(C2CCCN(C(=O)c3ccc(OC)cc3)C2)on1 (stereo unspecified)	-0.3	2	1	-1	-5	2	-9	3	0	0
COc1ccc(-c2noc(C3CCCN(C(=O)Nc4ccc(C)c(F)c4)C3)n2)cc1 (stereo unspecified)	0.1	0	1	2	9.8*	nt	nt	1	-8	0
Cc1ccc2c(CC(=O)Nc3nc(C)cs3)coc2c1	0.1	-1	-1	-6	2	-1	0	3	0	1
CCOc1ccc(Oc2ccccc2NC(=O)CCNC(C)=O)cc1	0.3	4	2	0	-1	7	6	3	-3	3
O=C(CSc1nnc(CNC(=O)c2ccco2)o1)Nc1ccc(OC(F)(F)F)cc1	-0.3	-5	-3	0	1	-1	-14	3	3	3
COc1ccccc1NC(=O)COC(=O)COc1ccccc1F	-0.2	1	16	-1	2	4	4	2	-4	10
CCC(=O)NC(=S)Nc1ccccc1C(=O)NC1CCCCC1	-0.4	1	3	-3	-1	0	-2	1	-2	2
O=C(c1ccccc1)c1nn(-c2ccc(Cl)cc2)c(=O)cc1C(F)(F)F	1.6	-27	-3	1	-2	-10	1	-21	-3	-4
COc1cc(C=O)ccc1OCCCCOc1ccccc1[N+](=O)[O-]	-0.6	5	0	9	5	4	7	9	0	0
COc1cc(C(=O)Nc2nccs2)cc(OC)c1OC	0.2	5	3	0	3	2	0	9	3	-6
CCOc1ccc(C(=O)Cn2cnc3ccccc3c2=O)cc1	-0.6	-6	-1	1	1	10	3	4	-4	1
C=COCCNC(=S)Nc1ccccc1	0.0	7	0	0	1	9	17	-3	-4	-4
CC(=O)Nc1ccc(NC(=O)CSc2ccc(C(F)(F)F)cc2[N+](=O)[O-])cc1	-0.4	5	1	-4	2	-4	7	2	-5	1

Results in UHRF1 binding, Tn6 DDE FP and DDE Tn7 FP inh, for some of the entries so far:
smiles,UHRF1 binding,Tn6 DDE FP,DDE Tn7 FP inh
CCOc1ccc(C(=O)Cn2cnc3ccccc3c2=O)cc1,-1,1,-4
C=COCCNC(=S)Nc1ccccc1,0,0,-4
